Screening data from PubChem.
D1 antagonist: antagonists of human D1 dopamine receptor; P21728; HEK293 TREx D1 cells, calcium flux, dopamine EC80; active compounds read low; activity change, negative = inhibition, % at 10 µM; 3.2% of 360,000 active; AID 504652; in the data active = activity change below about -30%; note: % is set by controls: 0 for no effect and ±100 for the full control effect
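Tetracycline-induced HEK293 Trex D1 cells, force-coupled to calcium, dye-loaded; compounds added and read 180 s, then EC80 dopamine added and calcium flux tracked kinetically another 180 s.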
D2 antag: D2 dopamine receptor (human) antagonism. HEK293 TREx D2 cells, calcium flux, dopamine EC80. inhibition, % at 10 µM. 2% of 340,000 active; in the data active = inhibition above about 30%; note: 0% is about no effect
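Dopamine at EC80 is the agonist stimulus; test compounds precede it by 180 s. Calcium flux read kinetically in a force-coupled, inducible HEK293 T-REx D2 cell line.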
D1 PAM: human D1 dopamine receptor positive modulation | P21728 | AID 504651 | 0.036% of 360,000 active | potentiation, % at 10 µM | HEK293 TREx D1 cells, calcium flux, dopamine EC20 potentiation; in the data active = potentiation above about 30%; note: 0% is about no effect
TRHR ag: agonists of human TRH receptor; P34981; TRHR cells, calcium flux fluo-8, FDSS agonist mode; activation, % at 2 µM; 0.18% of 360,000 active; AID 493084; note: 0% is about no effect
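Steps: seed TRHR cells overnight; add fluo-8 no-wash Ca dye, RT 30 min–1.5 h; record 10 s baseline; pin-transfer compounds; monitor fluorescence 1 cycle/s for the agonist window. Calcium increases flag candidate agonists.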
D2 agonist: agonists of human D2 dopamine receptor | 0.53% of 340,000 active | P14416 | HEK293 T-REx D2 cells, calcium flux agonist mode | activation, % at 2 µM;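 active = activation over 3 SD above normal in the single-dose calcium agonist read, cut at about 30% in these data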; note: 0% is about no effect
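Calcium-flux readout, 1 cycle/sec over 180 s following compound pin transfer, in inducible HEK293 Trex D2 cells (force-coupled); dopamine controls included. Positive calcium responses during this window marked compounds as potential agonists.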
TRHR PAM: TRH receptor (human) allosteric enhancement | P34981 | enhancement, % at 2 µM | AID 493056 | TRHR cells, fluo-8 calcium fluorescence, EC20 TRH enhancement | 0.66% of 360,000 active; in the data active = enhancement above about 30%; note: 0% is about no effect
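TRHR-expressing cells loaded with fluo-8 calcium dye were read kinetically (ex 480/em 530) during compound addition, then stimulated with an EC20 of TRH (10 nM final). Enhancement of the Gq-mediated intracellular calcium response was scored.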
D2 potentiator: D2 dopamine receptor (human) potentiation; HEK293 T-REx D2, calcium flux, EC20 dopamine potentiation; potentiation, % at 10 µM; 0.34% of 340,000 active;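 active = potentiation over 3 SD above the plate norm, cut at about 30% in these data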; note: 0% is about no effect
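Potentiation of an EC20 dopamine calcium response is measured in a force-coupled, tetracycline-inducible Hek293 Trex D2 line. Compound-only kinetic reads over 180 s flag agonists before dopamine addition.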
D1 ag: agonists of human D1 dopamine receptor | 1% of 360,000 active | P21728 | HEK293 T-REx D1 cells, calcium flux, agonist mode | activation, % at 2 µM; note: 0% is about no effect
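Tetracycline-induced HEK293 TREx D1 cells, force-coupled to calcium signalling, were dye-loaded with a no-wash calcium kit. Compound was pin-added after a 10 s baseline. Fluorescence was read kinetically at 1 cycle/s for 180 s, with calcium rises flagged as agonism.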
RXFP1 antag: RXFP1 (human) relaxin receptor antagonism; Q9HBX9; HEK293-RXFP1, relaxin-stimulated cAMP HTRF, 30 min; active compounds read low; activity change, negative = inhibition, % at 57.5 µM; 0.59% of 350,000 active;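 active = activity change of -60% or lower, but not beyond a set lower limit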; note: % is set by controls: 0 for no effect and ±100 for the full control effect
Target sequence (Q9HBX9 whole entry, looked up): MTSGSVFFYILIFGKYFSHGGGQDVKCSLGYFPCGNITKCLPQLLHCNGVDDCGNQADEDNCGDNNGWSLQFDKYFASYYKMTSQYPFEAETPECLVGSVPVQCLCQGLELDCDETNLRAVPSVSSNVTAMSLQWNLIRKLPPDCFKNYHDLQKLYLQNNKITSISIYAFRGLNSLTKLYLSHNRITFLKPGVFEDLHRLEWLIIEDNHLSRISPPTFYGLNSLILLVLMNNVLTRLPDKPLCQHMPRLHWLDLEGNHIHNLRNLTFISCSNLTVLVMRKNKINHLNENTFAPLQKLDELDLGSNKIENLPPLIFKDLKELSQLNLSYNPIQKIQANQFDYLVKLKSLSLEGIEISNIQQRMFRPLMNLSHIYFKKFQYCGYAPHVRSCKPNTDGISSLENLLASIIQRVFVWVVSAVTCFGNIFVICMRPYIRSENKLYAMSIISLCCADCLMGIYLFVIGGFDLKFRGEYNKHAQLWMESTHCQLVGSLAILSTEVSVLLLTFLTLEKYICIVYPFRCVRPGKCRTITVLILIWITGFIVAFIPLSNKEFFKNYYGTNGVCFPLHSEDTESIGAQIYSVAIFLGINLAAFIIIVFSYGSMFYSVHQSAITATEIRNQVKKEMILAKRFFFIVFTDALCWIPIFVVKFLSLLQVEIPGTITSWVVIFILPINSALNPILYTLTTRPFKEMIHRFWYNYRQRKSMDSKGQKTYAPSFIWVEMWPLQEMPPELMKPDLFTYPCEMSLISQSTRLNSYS
* hit, by the source's call; . = no result given. Cut-off read from the data, not from the text of the source, unless noted: active = activation above about 30%; inactive = the rest.

1: Cc1ncsc1C(=O)N1CCCC(CNS(=O)(=O)c2cccs2)C1 (stereo not drawn)
2: O=C(COC(=O)C1CC2CCCC(C1)C2=O)Nc1ccccc1 (stereo not drawn)
3: COc1ccc(-c2noc(-c3ccc(NCc4ccccc4OC)c([N+](=O)[O-])c3)n2)cc1
4: CC(C)(C)N(NC(=O)c1ccccc1)C(=O)c1ccc(C(=O)N(NC(=O)c2ccccc2)C(C)(C)C)cc1
5: Cc1cccc(NC(=O)CSc2nc3ccc(NC(=O)c4ccccc4)cc3s2)c1
6: O=C(NCCSc1c(-c2ccccc2)[nH]c2ccccc12)c1cc2ccccc2oc1=O
7: Cc1ccc2cc(C(c3nnnn3C3CCCC3)N3CCOCC3)c(=O)[nH]c2c1C (stereo not drawn)
8: CC(O)(CS(=O)(=O)Cc1ccccc1)c1ccccc1Cl (stereo not drawn)

assay / entry	1	2	3	4	5	6	7	8
TRHR ag	0.1	2.8	0.9	1.8	0.9	0.4	-0.2	-0.9
D2 antag	-1	-12	.	33*	.	-7	14	3
D1 antagonist	4	1	1	-7	-24	-5	4	-7
TRHR PAM	-2	8	7	-5	4	2	-5	-2
RXFP1 antag	4	-4	.	.	.	-5	2	-2
D1 PAM	-5	-2	1	3	1	-8	5	-2
D1 ag	0	2	8	2	8	-1	0	4
D2 potentiator	10	2	-9	-5	15	-1	-2	14
D2 agonist	1.1	0.8	2.9	0.6	-0.1	-0.9	1.0	-0.9

Results in sequence from the list:
Nos. 2–6 in D1 PAM read -2, 1, 3, 1, -8

The listing picks up, repeating the two entries before the break.
7: Cc1ccc2cc(C(c3nnnn3C3CCCC3)N3CCOCC3)c(=O)[nH]c2c1C (stereo not drawn)
8: CC(O)(CS(=O)(=O)Cc1ccccc1)c1ccccc1Cl (stereo not drawn)
9: COC(=O)c1c(C(=O)OC)c2oc3ccccc3n2c1Cl
10: CCC(=O)NC1=C(C#N)C2(CCCC2)Cc2ccccc21
11: CN(C)C=Nc1nonc1-c1ccc(Cl)cc1
12: CN1CCN(C=Nc2nc3ccccc3nc2N2CCCC2)CC1
13: COc1ccc(S(=O)(=O)NCc2cc(-c3ccccc3Cl)no2)cc1
14: COc1ccc(C(=O)Nc2ccc(-c3nnc4n3CCCCC4)cc2)cc1
15: CCN(CC)S(=O)(=O)c1cccc(C(=O)OCC(=O)c2ccc3c(c2)OCCO3)c1
16: Cc1cc(C)c(NC(=O)CSc2nncn2-c2cccnc2)c(C)c1

assay / entry	7	8	9	10	11	12	13	14	15	16
TRHR ag	-0.2	-0.9	-0.4	0.0	-1.3	0.1	-0.5	0.1	1.2	-0.3
D2 antag	14	3	-1	17	7	-11	-3	.	-9	16
D1 antagonist	4	-7	5	-18	-6	.	-12	-7	-23	-6
TRHR PAM	-5	-2	5	0	-9	12	-10	14	-5	-3
RXFP1 antag	2	-2	-5	0	6	-14	14	.	-7	7
D1 PAM	5	-2	-4	-3	-3	7	-1	0	4	-8
D1 ag	0	4	1	0	1	-2	3	-1	15	0
D2 potentiator	-2	14	3	-14	-4	2	6	-5	14	8
D2 agonist	1.0	-0.9	0.9	-0.5	0.7	1.3	-0.6	-0.1	1.0	3.7

Five compounds from above, limited to D2 agonist, D1 antagonist and D2 potentiator:
no. | SMILES | D2 agonist | D1 antagonist | D2 potentiator
10 | CCC(=O)NC1=C(C#N)C2(CCCC2)Cc2ccccc21 | -0.5 | -18 | -14
11 | CN(C)C=Nc1nonc1-c1ccc(Cl)cc1 | 0.7 | -6 | -4
12 | CN1CCN(C=Nc2nc3ccccc3nc2N2CCCC2)CC1 | 1.3 | . | 2
13 | COc1ccc(S(=O)(=O)NCc2cc(-c3ccccc3Cl)no2)cc1 | -0.6 | -12 | 6
14 | COc1ccc(C(=O)Nc2ccc(-c3nnc4n3CCCCC4)cc2)cc1 | -0.1 | -7 | -5

Going on with the list.
17: O=C1CN(C(=O)COC(=O)/C=C/c2ccco2)c2ccccc2N1
18: CCCc1cc(NCCCN(C)C)n2c(nc3ccccc32)c1C#N
19: COCCn1c(SCC(=O)Nc2cc(Cl)ccc2OC)nc2c([nH]c3ccccc32)c1=O
20: Cc1cc(C(=O)NC2CCCCC2)c(C)o1
21: CCCNC(=O)NC1CCCCCCC1
22: O=C(Nc1nnc(-c2ccccc2)s1)c1ccccc1O
23: CN1CCN(C(=O)c2ccc(-n3cccn3)nc2)CC1
24: CC(c1ccon1)N(C)Cc1cn[nH]c1-c1ccc(F)cc1F (stereo not drawn)

assay / entry	17	18	19	20	21	22	23	24
TRHR ag	-0.1	0.2	0.1	0.0	0.0	2.1	0.2	0.5
D2 antag	10	.	.	0	0	-18	.	-4
D1 antagonist	4	-38*	-2	5	26	-8	-16	-15
TRHR PAM	16	-4	-2	1	18	-1	-5	-3
RXFP1 antag	-4	13	.	1	-19	-3	-8	8
D1 PAM	0	-7	-2	1	-3	0	-1	3
D1 ag	1	1	2	0	3	17	3	4
D2 potentiator	10	.	-4	6	11	13	.	11
D2 agonist	1.0	.	-1.3	0.5	-1.2	2.7	.	-0.8

25: CCN1CCN(C(=O)c2cc3nc(-c4ccccc4)cc(C(F)(F)F)n3n2)CC1
26: CCNC(=S)N1CCc2cc(OC)c(OC)cc2C1COc1ccccc1OC (stereo not drawn)
27: CC(C)CCNC(=O)c1cccc(-n2cnc3cccnc32)c1
28: CN(C)c1ccc(S(=O)(=O)N2CCCCC2)cc1NC(=O)COc1ccccc1F
29: Cc1noc2c1C(c1ccc(N(C)C)cc1)C1=C(CC(C)(C)CC1=O)N2 (stereo not drawn)

assay / entry	25	26	27	28	29
TRHR ag	-0.8	-0.3	-0.9	0.8	-0.1
D2 antag	2	-21	.	-11	-5
D1 antagonist	-4	27	-16	-5	5
TRHR PAM	6	-3	1	-3	3
RXFP1 antag	24	-14	-8	0	-10
D1 PAM	1	3	2	-6	7
D1 ag	5	-2	0	4	0
D2 potentiator	16	27	2	-11	2
D2 agonist	-0.8	0.8	-0.8	-1.4	0.6

The order is random; overall some 7.3% were active at least once.
